Shn3 3UTR inh: Schnurri-3 reporter inhibition in Clone20 osteoblasts; inhibition, % at 12.5 µM; AID 588674; Clone20 osteoblast Shn3 3'UTR firefly luciferase, 24 h; actives 0.52% (n = 360,000);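 active = mean inhibition of at least 75% with every replicate also reaching 75%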;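 note: 0% = median of neutral control wells and 100% = pilot-screen positive control compound; some compounds past the cut are filed as inactive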
MITF TRPM1 inh: inhibitors of MITF-driven TRPM1 promoter in melanoma cells; inhibition, % at 12.5 µM; AID 488899; SK-MEL-5 TRPM1 promoter luciferase, 24 h; actives 0.83% (n = 330,000);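 active = mean inhibition across replicates of 60% or more, whatever share of single replicates reaches that level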; note: values of inactives mirror those of a sister screen read the other way
NR2E3 ag-1: activates human NR2E3 receptor; CHO-S Gal4-NCOR/VP16-NR2E3 two-hybrid, luciferase; AID 602229; actives 0.35% (n = 360,000); inhibition of corepressor binding, % at 3.98 µM; Q9Y5X4;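 active = inhibition above the mean of all tested compounds plus 3 SD, cut at about 70% in these data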;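 note: 0% = DMSO with NR2E3 transfected cells and 100% = cells lacking NR2E3 construct; higher means lower luciferase signal from less NR2E3 corepressor binding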
Target sequence (Q9Y5X4 whole entry, looked up, the tested form may be a part): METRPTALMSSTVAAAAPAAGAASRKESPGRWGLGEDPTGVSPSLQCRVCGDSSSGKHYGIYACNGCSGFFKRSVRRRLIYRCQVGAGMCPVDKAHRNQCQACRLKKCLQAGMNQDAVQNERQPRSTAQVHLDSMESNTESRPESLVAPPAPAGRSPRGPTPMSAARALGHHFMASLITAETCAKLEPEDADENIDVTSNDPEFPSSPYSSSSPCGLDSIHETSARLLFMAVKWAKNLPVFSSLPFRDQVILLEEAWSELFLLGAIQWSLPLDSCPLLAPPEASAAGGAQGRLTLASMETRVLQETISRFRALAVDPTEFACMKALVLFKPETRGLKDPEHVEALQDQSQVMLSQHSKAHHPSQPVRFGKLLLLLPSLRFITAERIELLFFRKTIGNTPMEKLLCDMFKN
KKLEB cytotox: reduces viability of KKLEB cystic fibrosis airway cells | activity change (cytotoxicity), % at 5 µM | actives 0.36% (n = 360,000) | AID 602141 | KKLEB CF airway cells viability, ATPlite luminescence, overnight; hits give low values; cells stimulated with P. aeruginosa culture filtrate;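 active = corrected activity change at or below -50% at 5 µM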
Peg3 promoter: Peg3 promoter activity inhibition; AID 588405; inhibition, % at 20 µM; HeLa PEG-Prom luciferase reporter, luminescence, overnight; actives 1.7% (n = 360,000);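 active = inhibition of at least 50% at 20 µM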
CF NFkB inh: inhibitors of cystic fibrosis induced NF-kB; KKLEB NF-kB-GFP reporter, PAF-induced, GFP fluorescence overnight; inhibition, % at 5 µM; actives 0.86% (n = 360,000);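 active = at least 50% inhibition at 5 µM, scaled per plate between neutral and stimulator controls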;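 note: PAF is a Pseudomonas aeruginosa culture filtrate used as stimulus; plate controls were PAF-stimulated DMSO wells for no effect and unstimulated DMSO wells for full effect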
hiPSC survival: hiPSC single-cell survival enhancement; ATPlite luminescence; 100% = ROCK inhibitor wells, 0% = DMSO; survival enhancement, % at 20 µM; actives 0.044% (n = 360,000); in the data active = survival enhancement above about 18%;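 note: cells exposed to compounds for 16 hours before the ATP read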
TWEAK Fn14 block: blocks TWEAK-Fn14 interaction in a reporter cell assay; inhibition, % at 10 µM; TWEAK-stimulated Fn14 reporter cells, luciferase luminescence, 8 h; actives 2% (n = 360,000); in the data active = inhibition above about 50%
NR2E3 ag-2: NR2E3 (human) agonism; GST-NR2E3/biotin-RetCOR TR-FRET, 1536-well; inhibition of corepressor binding, % at 4.78 µM; Q9Y5X4; actives 0.12% (n = 320,000); AID 2300;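 active = percent inhibition above the cutoff of mean plus 3 SD of all tested compounds, set per screening campaign, cut at about 20% in these data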;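 note: 0% = DMSO wells and 100% = biotin wells as full block of FRET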
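Material: NR2E3–RetCOR corepressor complex / Amount: 1.35 nM GST-NR2E3 / Medium: Tris pH 7.5 / Compound: single nominal compound dose of 4.8 µM / Incubation: 5 h at 4 °C / Technique: TR-FRET, Eu(K)-anti-GST donor, streptavidin-D2 acceptor, ex 340, em 617/671 nm / Read-out basis: percent loss of FRET ratio relative to control wells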
aDG glyco act: increases alpha dystroglycan glycosylation. Pro5-aDG cells, alpha-DG glycosylation AlphaScreen (IIH6); 0% Pro5, 100% B10-LARGE cell signal. activation, % at 10 µM. AID 624168. actives 0.22% (n = 360,000);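 active = activation of at least 8% versus controls, or a plate z-score of at least 8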;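 note: Pro5 are CHO cells carrying HIG-tagged alpha-DG that lacks glycosylation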
HIF-2a inh: blocks HIF-2a reporter activity; 786-0 RCC cells HIF-2a reporter, luciferase luminescence, overnight; inhibition, % at 18.8 µM; actives 0.72% (n = 360,000); AID 624352;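 active = inhibition of the luminescence signal of 40% or more relative to plate controls, in a single-dose primary screen at 18.75 µM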
The depositor's hits bear a star; · = no result given.

Results follow in this order: Shn3 3UTR inh	MITF TRPM1 inh	NR2E3 ag-1	KKLEB cytotox	Peg3 promoter	CF NFkB inh	hiPSC survival	TWEAK Fn14 block	NR2E3 ag-2	aDG glyco act	HIF-2a inh
- Cc1ccc(S(=O)(=O)Nc2nc3ccccc3nc2NCc2ccco2)cc1
 : -153	6	-74	6	-273	9	4.4	3	6	0.3	-238
- CCN(C(=O)COC(=O)c1ccc2ccccc2n1)c1c(N)n(Cc2ccccc2)c(=O)[nH]c1=O
 : 8	-2	6	21	-18	-19	-0.5	-9	·	-0.3	7
- COc1ccc(S(=O)(=O)N(CCc2ccccc2)CC(=O)O)cc1OC
 : -11	-1	-20	-11	7	17	0.3	1	1	0.0	12
- COC(=O)CSc1nnc(-c2ccccc2O)n1-c1ccc(C)cc1
 : 14	9	3	19	1	-10	0.3	8	5	0.0	4
- CCOc1ccc(/C=C2\SC(=S)N(CCC(=O)N(CCO)c3ccccc3)C2=O)cc1
 : -27	35	-24	-1	-6	6	-0.3	22	-3	0.3	57*
- Cc1[nH]c2ccccc2c1/C=N/NC(=O)C1CC1(c1ccccc1)c1ccccc1 (centres undefined)
 : 1	37	-17	-27	26	5	0.0	66*	1	0.1	-19
- COc1cc2c(C#CCO)c(-c3ccc(C#N)cc3)oc(=O)c2cc1OC
 : -13	-5	6	-6	-31	-81	-2.5	-40	·	-0.3	-3
- CC(=O)c1cc2c(cc1NC(=O)C1CN(C(C)=O)c3ccccc3O1)OCO2 (centres undefined)
 : -5	4	-39	17	-28	-25	-0.5	-15	·	0.0	-30
- Cc1ccc(C(=O)NCC(=O)OC(C)C(=O)Nc2ccc(N(C)C)cc2)s1 (centres undefined)
 : 0	-11	-13	2	-7	-2	-0.4	-6	-3	0.0	-13
- N#Cc1c(NC(=O)c2ccc(Br)o2)n(-c2ccccc2)c2nc3ccccc3nc12
 : 1	3	2	-11	16	-62	0.2	-9	24*	-0.2	0
- Cc1noc(C)c1COc1cccc(C(=O)Nc2ccc(OCc3ccccc3)cc2)c1
 : -14	-5	-3	10	-8	-3	-1.1	-11	0	2.9	-12
- COc1ccc(CSc2nnc(CNS(C)(=O)=O)o2)cc1
 : -32	-7	-25	5	-10	6	-1.7	-8	1	-0.1	-29
- CCCOc1ccc(N2C(=O)CC(N(CCc3ccc(S(N)(=O)=O)cc3)C(C)=O)C2=O)cc1 (centres undefined)
 : 25	13	-11	8	-2	1	2.0	4	-1	-0.1	0
- CCN(CC)CCNC(=O)C(=O)Nc1cc2c3c(c1)CCN3C(=O)CC2
 : -17	9	-6	15	-13	-8	0.1	-8	0	-0.2	9
- CCOC(=O)c1cnc(N)nc1C(F)(F)F
 : 12	0	-19	-11	9	18	-0.4	19	1	-0.1	11
- CCN1CCN(S(=O)(=O)CC2(C)C3CCC2(C)C(=O)C3Br)CC1 (centres undefined)
 : -3	-6	-30	-16	17	15	0.4	-20	6	0.1	22
- Cc1cccc(NC(=O)CSc2nnc(-c3ccncc3)n2C)c1
 : 23	-4	-6	7	10	2	1.8	2	0	0.1	2
- O=C(NNC(=O)c1csc(-c2cccs2)n1)c1ccc(Cl)cc1
 : -12	·	-17	5	-89	-17	3.7	7	·	-0.1	-130
- NNC(=O)COc1cccc2cccnc12
 : 1	5	-8	5	5	-13	1.8	-8	1	0.3	18
- CCCCC1=NN(C(=O)c2ccco2)C(O)(C(F)(F)F)C1 (centres undefined)
 : 21	23	-28	-3	17	11	-0.7	-2	-2	0.0	14
- COc1ccc(CNC(=O)CCC(=O)Nc2ccc(Cl)cc2)cc1
 : -1	4	-14	-13	7	15	-0.9	-7	1	-0.1	17
- COc1ccc(OC)c(C(=O)NC(CC(N)=O)c2ccc(NCCN3CCCC3)c([N+](=O)[O-])c2)c1 (centres undefined)
 : -2	-8	11	5	3	-27	-2.5	2	0	0.5	3
- Cc1cccc[n+]1C1C(c2ccccc2)C(C#N)=C(C(=C=[N-])C#N)NC1(O)C1CC1 (centres undefined)
 : -18	9	-18	-10	4	10	-0.6	2	43*	2.1	22
- O=C(c1ccco1)N1CCN(Cc2ccc(F)cc2Cl)CC1
 : -50	-55	-57	-4	-152	-4	4.4	-25	4	0.1	-143
- COc1cc(-c2nc(-c3ccc(NC(=O)c4ccc5c(c4)OCO5)cc3)no2)cc(OC)c1OC
 : 4	-1	-38	-49	-77	58*	1.7	-90	0	-0.2	-138
- CC1=CS/C(=C(/C#N)C(=O)NCc2ccco2)N1c1ccccc1
 : 15	·	-21	-2	24	13	4.0	15	5	0.2	-10
- CCNC(=O)C1(C)CCCN1C(=O)c1cc(C)on1 (centres undefined)
 : -9	·	1	5	-4	-11	-0.6	9	·	0.0	3
- Cc1cccc(N2CCN(C(=O)c3cn4ccccc4n3)CC2C)c1 (centres undefined)
 : 5	3	0	-6	7	6	0.5	-5	3	0.1	8
- CCC(C)C1/C=C\CC(NC(=O)OCC2c3ccccc3-c3ccccc32)CC(=O)N1Cc1ccccc1 (centres undefined)
 : 23	15	5	-4	9	12	-1.0	-38	·	0.0	4
- C#CCNC(=O)/C=C/c1ccc(C)cc1
 : -43	-88	-77	18	-234	-24	-2.5	-3	0	0.1	-221
- Cc1ccc(C2CN(CCC(N)=O)C(=O)CO2)cc1 (centres undefined)
 : -4	12	6	-7	9	7	-0.7	-9	3	-0.2	1
- Cc1ccc(C(=O)N2CCN(C(=O)c3ccc(C)cc3)C2)cc1
 : -1	4	3	-4	-1	-16	-0.5	14	-1	0.3	1
- COc1cccc(N/C(SCc2ccccc2C)=C(/C#N)C(=O)NCc2cccs2)c1
 : 17	6	12	-8	14	-1	1.3	13	3	-0.4	12
- C=C[C@@](C)(O)CC[C@@H]1[C@@]2(C)CCCC(C)(C)[C@@H]2CC[C@@]1(C)O
 : 8	-6	8	20	21	4	-2.1	2	-1	0.1	-6
- CCOC(=O)Cn1c(C)c(Br)c(COC)c(C#N)c1=O
 : 3	1	27	-1	-11	3	0.7	-12	0	0.0	16
- CCCn1c(SC(C)C(=O)N2CCOCC2)nc2ccc(Br)cc2c1=O (centres undefined)
 : 7	8	-1	-23	-6	3	0.1	7	6	1.1	5
- CC(C)[C@H](NC(=O)c1ccc(Br)cc1)C(=O)NC1CCCCC1
 : -29	-33	-27	-8	-72	17	-0.5	-11	0	0.1	-89
- Cc1ccc(Cl)cc1NC(=O)COC(=O)CC(C)(C)C
 : 10	-4	15	-12	3	-2	-0.4	1	-4	0.1	2
- O=C(Cn1cc([N+](=O)[O-])cn1)N1CCCc2ccccc21
 : -14	6	-14	8	1	-4	0.4	-14	4	-0.1	-2
- O=C(NCc1cccnc1)c1cn(-c2ccccc2)nc1-c1cccs1
 : -24	-17	-30	10	-91	-12	-2.7	12	3	0.2	-109
- COc1ccc(CCNC(=O)COc2cc(C)cc3oc(=O)cc(C)c23)cc1OC
 : 8	6	9	-6	1	-11	-0.3	-29	-1	-0.1	-1
- CN1OC[C@@H]2CN(C(=O)CCc3ccccc3)[C@H](c3cccc(N4CCOCC4)c3)C[C@@H]21
 : -7	-8	-20	6	12	-13	1.1	1	·	0.0	-9
- O=C(O)c1cccc(N2C(=O)c3cc([N+](=O)[O-])cc4cc([N+](=O)[O-])cc(c34)C2=O)c1
 : -80	32	-7	7	35	2	-0.6	12	-4	0.2	31
- O=C(NCCN1CCN(Cc2ccccc2)CC1)C1CC(=O)N(C2CCCC2)C1 (centres undefined)
 : 16	1	-18	3	2	-5	0.8	1	5	-0.1	1
- CCn1c(SCC(N)=O)nc2sc3c(c2c1=O)CCN(C)C3
 : ·	-9	19	1	4	-15	-0.7	-13	0	-0.1	12

As a short view, 10 of the compounds above:
Results follow in this order: Shn3 3UTR inh	MITF TRPM1 inh	NR2E3 ag-1	KKLEB cytotox	Peg3 promoter	CF NFkB inh	hiPSC survival	TWEAK Fn14 block	NR2E3 ag-2	aDG glyco act	HIF-2a inh
- CCCn1c(SC(C)C(=O)N2CCOCC2)nc2ccc(Br)cc2c1=O (centres undefined)
 : 7	8	-1	-23	-6	3	0.1	7	6	1.1	5
- CC(C)[C@H](NC(=O)c1ccc(Br)cc1)C(=O)NC1CCCCC1
 : -29	-33	-27	-8	-72	17	-0.5	-11	0	0.1	-89
- Cc1ccc(Cl)cc1NC(=O)COC(=O)CC(C)(C)C
 : 10	-4	15	-12	3	-2	-0.4	1	-4	0.1	2
- O=C(Cn1cc([N+](=O)[O-])cn1)N1CCCc2ccccc21
 : -14	6	-14	8	1	-4	0.4	-14	4	-0.1	-2
- O=C(NCc1cccnc1)c1cn(-c2ccccc2)nc1-c1cccs1
 : -24	-17	-30	10	-91	-12	-2.7	12	3	0.2	-109
- COc1ccc(CCNC(=O)COc2cc(C)cc3oc(=O)cc(C)c23)cc1OC
 : 8	6	9	-6	1	-11	-0.3	-29	-1	-0.1	-1
- CN1OC[C@@H]2CN(C(=O)CCc3ccccc3)[C@H](c3cccc(N4CCOCC4)c3)C[C@@H]21
 : -7	-8	-20	6	12	-13	1.1	1	·	0.0	-9
- O=C(O)c1cccc(N2C(=O)c3cc([N+](=O)[O-])cc4cc([N+](=O)[O-])cc(c34)C2=O)c1
 : -80	32	-7	7	35	2	-0.6	12	-4	0.2	31
- O=C(NCCN1CCN(Cc2ccccc2)CC1)C1CC(=O)N(C2CCCC2)C1 (centres undefined)
 : 16	1	-18	3	2	-5	0.8	1	5	-0.1	1
- CCn1c(SCC(N)=O)nc2sc3c(c2c1=O)CCN(C)C3
 : ·	-9	19	1	4	-15	-0.7	-13	0	-0.1	12

(listing goes on)
Results follow in this order: Shn3 3UTR inh	MITF TRPM1 inh	NR2E3 ag-1	KKLEB cytotox	Peg3 promoter	CF NFkB inh	hiPSC survival	TWEAK Fn14 block	NR2E3 ag-2	aDG glyco act	HIF-2a inh
- COc1ccc(C(=O)Nc2ccc(N3CCN(Cc4ccccc4)CC3)cc2)cc1
 : 15	-5	-22	5	4	-7	-0.6	-14	-4	-0.1	11
- O=C(/C=C/c1cccc(Cl)c1)Nc1ccncc1
 : -9	-43	2	7	-143	8	-0.4	6	1	0.9	-160
- COc1cccc(OCC(=O)Nc2ccccc2C(N)=O)c1
 : -30	-45	-84	-3	-218	4	-0.2	4	3	-0.1	-163
- COc1ccc(NC(=O)c2c(F)c(F)c(F)c(F)c2F)cc1Cl
 : 1	4	18	2	-17	-18	-0.5	-4	1	0.7	9
- COc1ccccc1CNc1nc(C)c(C(C)=O)s1
 : -11	-23	0	0	-106	-24	-0.5	4	-3	0.2	-109
- CC(C)(C)OC(=O)C[C@H]1C/C=C\C[C@@H](CC(=O)NCCO)C(=O)N[C@H](Cc2ccccc2)COC1=O
 : -2	-8	-38	15	-14	-25	1.0	12	·	-0.1	0
